Screening results (PubChem BioAssay)
3T3 cytotox: NIH 3T3 cell cytotoxicity; NIH 3T3 viability, CellTiter-Glo ATP luminescence, 48-72 h; Potency, µM (series often up to 96.7 µM), inactives show at the highest dose activity change, negative = cytotoxicity, actives largely listed as inhibitors; actives 4.3% (n = 94,000); also: potency is read from the fitted curve at half-maximal effect; nearly all actives have a fitted effect of over 55% in size
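Cells were seeded at 400 per well, treated with pin-transferred compound, and kept 48 or 72 hr at 37 °C before CellTiter-Glo addition and luminescence imaging of cellular ATP.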
SNCA expr inh: SNCA gene expression inhibition; HEK-293 SNCA-luciferase knock-in, luminescence, 24 h; Potency, µM (top dose mostly 57.2 µM), for the others: top-dose activity change, negative = inhibition, hits mostly inhibitors; actives 0.17% (n = 140,000);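 also: potency is read from the fitted curve at half-maximal effect; plate controls were DMSO cells for no effect and cell-free wells for full effect; nearly all actives have a fitted effect of over 45% in size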
SNCA viab count: cell viability loss counter-screen; AID 1671193; actives 0.12% (n = 150,000); HEK-293-SNCA-luc viability, GF-AFC fluorescence, 24 h; Potency, µM (series often up to 57.1 µM), for inactives: at the highest dose activity change, negative = cytotoxicity, most hits filed as cytotoxic;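 also: potency is read from the fitted curve at half-maximal effect; 0% = DMSO-treated cells and -100% = medium-only wells without cells; nearly all actives have a fitted effect of over 30% in size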
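Cytotoxicity counterscreen: after 24 h compound treatment of genome-edited SNCA-luciferase HEK-293 cells, live-cell protease substrate GF-AFC read by fluorescence after 30 min; activity scaled between DMSO (0%) and medium-only (-100%), curves Hill-fitted.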
FLuc inh: inhibitors of firefly (Photinus pyralis) luciferase; P08659; purified P. pyralis luciferase, luminescence, biochemical; Potency, µM (highest dose often 115 µM), without a hit: at the highest dose activity change, negative = inhibition, usual class: inhibitors; actives 2.5% (n = 76,000); AID 1347043; also: potency is read from the fitted curve at half-maximal effect; nearly all actives have a fitted effect of over 65% in size
Target sequence (P08659 whole entry, looked up): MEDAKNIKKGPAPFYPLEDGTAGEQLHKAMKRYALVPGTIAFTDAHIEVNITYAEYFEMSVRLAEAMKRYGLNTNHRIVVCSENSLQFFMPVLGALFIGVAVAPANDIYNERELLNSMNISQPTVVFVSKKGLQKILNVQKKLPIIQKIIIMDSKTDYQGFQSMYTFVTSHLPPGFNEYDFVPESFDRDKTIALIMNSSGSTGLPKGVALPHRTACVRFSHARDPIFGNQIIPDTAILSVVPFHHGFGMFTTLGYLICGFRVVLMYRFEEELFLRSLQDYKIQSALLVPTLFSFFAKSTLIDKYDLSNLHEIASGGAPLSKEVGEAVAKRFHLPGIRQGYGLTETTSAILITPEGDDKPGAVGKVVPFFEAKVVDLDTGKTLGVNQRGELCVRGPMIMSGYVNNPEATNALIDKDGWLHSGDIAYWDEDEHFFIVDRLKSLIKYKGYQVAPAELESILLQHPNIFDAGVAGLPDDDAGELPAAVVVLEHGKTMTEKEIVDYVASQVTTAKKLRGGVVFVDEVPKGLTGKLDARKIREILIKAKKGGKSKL
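Cell-free enzyme assay, 10nM P. pyralis luciferase, luciferin and ATP each at 10uM. Inhibition profiled over a 6-point titration, read as luminescence.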
IP6K1 inh: IP6K1 kinase inhibition; Q92551; IP6K1 kinase, ADP-Glo luminescence, 2 h; active compounds read low; activity change, % (series mostly up to about 58 µM); actives 0.81% (n = 140,000); AID 1645851; in the data active = activity change below about -25%
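ADP-Glo luminescence measures ADP made by human IP6K1 during a 2 h RT reaction with ATP/IP6 (mix at 1.3 mM/130 uM); top library doses 57.5 and 19.1 uM final.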
HEK293 tox: cytotoxic compounds in HEK 293 cells; HEK 293 viability, ATP luminescence (CellTiter-Glo), 48-72 h; actives 6.6% (n = 94,000); Potency, µM (top dose mostly 115 µM), without a hit: top-dose activity change, negative = cytotoxicity, most hits filed as inhibitors; AID 1345083; also: potency is read from the fitted curve at half-maximal effect; nearly all actives have a fitted effect of over 60% in size
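Cells seeded first (HEK 293, 250 cells/well), then compound added by pintool. Incubation ran 48 or 72 hr at 37 degree Celsius. CellTiter-Glo was added and luminescence imaged after 10 min at room temperature.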
GPT2 inh: inhibitors of human GPT2 alanine aminotransferase | Q8TD30 | Recombinant GPT2, coupled pyruvate oxidase/HRP Amplex Red fluorescence | Potency, µM (highest dose often 57.7 µM), without a hit: at the top dose activity change, negative = inhibition, usual class: inhibitors | actives 0.25% (n = 100,000); also: potency is read from the fitted curve at half-maximal effect; nearly all actives have a fitted effect of over 60% in size; many of its hits are not listed in these tables
Target sequence (Q8TD30 whole entry, looked up): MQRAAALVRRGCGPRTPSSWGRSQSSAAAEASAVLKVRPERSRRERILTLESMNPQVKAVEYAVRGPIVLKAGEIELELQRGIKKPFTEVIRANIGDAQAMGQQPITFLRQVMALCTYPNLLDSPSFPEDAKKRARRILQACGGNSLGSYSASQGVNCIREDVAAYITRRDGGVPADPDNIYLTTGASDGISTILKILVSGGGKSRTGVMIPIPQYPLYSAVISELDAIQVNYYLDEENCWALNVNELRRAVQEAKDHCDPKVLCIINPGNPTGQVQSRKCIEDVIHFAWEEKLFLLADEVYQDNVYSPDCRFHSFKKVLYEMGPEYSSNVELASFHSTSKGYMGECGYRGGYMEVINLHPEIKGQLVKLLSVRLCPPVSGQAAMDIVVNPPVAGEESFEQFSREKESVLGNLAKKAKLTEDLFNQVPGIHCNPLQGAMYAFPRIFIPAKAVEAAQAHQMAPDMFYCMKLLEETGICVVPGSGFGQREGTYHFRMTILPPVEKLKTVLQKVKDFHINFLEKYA
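Fluorescence read-out: pyruvate from GPT2 turnover coupled to pyruvate oxidase, HRP and Amplex Red (0.2mM ThPP, 0.2U/mL PO and HRP, 50uM Amplex final). Substrates 250uM a-KG, 2mM L-alanine; enzyme 10ng/uL; 30 min RT.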
The depositor's hits bear a star; i = inactive; ? = inconclusive; nt = not tested or not shown; [ ] = remark or other dose. Unless noted, calls follow the shape of the dose curve; as a rule, active = well fitted curve in the direction sought with a large enough effect; inconclusive = small, poorly fitted or top-dose-only effect, or another doubt; inactive = no such curve, though single readings can be large; an effect the other way counts as inactive or inconclusive. Unless noted, % is scaled to controls: 0 for no effect and ±100 for the full control effect. A portion of the library; rates above refer to the full screens.

SMILES	3T3 cytotox	SNCA expr inh	SNCA viab count	FLuc inh	IP6K1 inh	HEK293 tox	GPT2 inh
O=C(NCc1nc(-c2cnccn2)n[nH]1)[C@H]1CNC[C@H](C(=O)N2CCOCC2)C1	?	2%	-1%	-17%	2	-25%	5%
OCC1CN(c2ccncn2)CC12CCN(Cc1c[nH]c3ccccc13)CC2 (stereo not drawn)	-20%	6%	14%[12.5 µM]	-12%	12	-9%	5%
COc1cc(-c2nnc(SCC(=O)Oc3ccc(C)cc3C)o2)cc(OC)c1OC	nt	12%	4%	nt	11	nt	nt
COc1cc(/C=C/c2nc(C#N)c(N3CCC(C)CC3)o2)cc(OC)c1OC	nt	29%	?	nt	-10	nt	nt
CCC(=O)N1Cc2ccccc2CC2(CCCN(CC3CCNCC3)C2)C1 (stereo not drawn)	-6%	7%	-13%	nt	-3	-21%	2%
Cc1sc2ncn(CC(=O)N3CCN(c4ccccc4)CC3)c(=O)c2c1S(=O)(=O)N1CCC(C)CC1	nt	1%	-29%	nt	-16	nt	nt
CC1(C)CCC2(C(=O)O)CCC3(C)C(=CCC4C5(C)CCC(O)C(C)(CO)C5C(O)CC43C)C2C1 (stereo not drawn)	nt	nt	-2%[23.9 µM]	nt	11	nt	i
COCCO[C@H]1C(=O)N(C2CCNCC2)[C@H]1c1ccncc1	-8%	11%	?	-9%	1	-7%	i
CCCN(CCC)C(=O)c1c[nH]c2ccc(S(=O)(=O)N(C)c3ccc(OCC)cc3)cc2c1=O	nt	28%	?	nt	39	nt	nt
O=C1NC2(Cc3ccccc31)CN(CC1CCNC1)C2 (stereo not drawn)	i	14%[87.6 µM]	8%[87.6 µM]	nt	-3	-7%[172 µM]	-24%[88.5 µM]
COc1cccc(CNC(=O)N2c3ccccc3CC2c2noc(C3CCOCC3)n2)c1 (stereo not drawn)	-30%	131%[activator]	-3%	5µM*	20	-23%	i
CCOCCN1C(=O)COC[C@@H]1[C@H](O)c1ccc(NC(=O)c2ccccc2)cc1	-16%[138 µM]	1%[87.6 µM]	-1%[87.6 µM]	-17%[172 µM]	-6	-2%[172 µM]	-6%[88.5 µM]
COc1ccc(Cl)cc1NC(=O)NCCc1noc(C2CC2)n1	-12%	2%	15%	7%	44	-3%	-16%
COCCNC(=O)c1ccc(NC(=O)N2CCCCc3ccccc32)cc1	nt	-34%	0%	nt	1	nt	nt
C[C@@]1(O)CCN(Cc2cccc(OC(F)F)c2)C[C@@H]1O	-2%	9%	-1%	7%	8	-11%	-3%
CC(C)Oc1ccc2c(NC(=O)CN3CCOCC3)nn(CC(F)(F)F)c2c1	1%	?	-8%	5%	0	i	i
C=C[C@H](/C=C\c1ccc(O)cc1)c1ccc(O)cc1	nt	nt	-3%	nt	-2	nt	i
CN1CCCN(C[C@@H]2CN(C(=O)C3(Cn4cccn4)CC3)C[C@@H]2CO)CC1	-3%	2%	-13%	2%	0	-7%	2%
O=C(NC[C@H]1OC[C@@H](NC2CCC2)[C@@H]1O)Nc1ccccc1	2%[138 µM]	-22%[87.6 µM]	-5%[87.6 µM]	2%[172 µM]	9	-9%[172 µM]	4%[88.5 µM]
O=S(=O)(c1ccccc1)c1nnn2c1nc(NCc1ccccc1)c1sccc12	nt	-2%	1%	nt	-9	nt	nt
O=C(C[C@H]1NC(=O)c2ccccc2NC1=O)Nc1cccc2[nH]ccc12	i	25%	3%	-10%	17	13%	i
CC(C)C1=NOC2(CCCN([S+](=O)([O-])c3cccc(C(F)(F)F)c3)C2)C1 (stereo not drawn)	-9%	4%	-2%	nt	2	-13%	i
CN(CC1CCOCC1)C(=O)Nc1ccc(Cl)cc1F	-15%	96%[activator]	15%	-32%	11	-7%	i
COc1ccccc1-c1ccc(CN2CCCCC2C(=O)NCc2ccc(F)cc2F)cc1 (stereo not drawn)	?	nt	nt	nt	20	20µM*	nt
Cc1ccc(CN(C)C(=O)CC(c2ccccc2)c2ccc3c(c2)OCO3)o1 (stereo not drawn)	?	20%	-14%	-21%	10	?	i

(continued)
SMILES	3T3 cytotox	SNCA expr inh	SNCA viab count	FLuc inh	IP6K1 inh	HEK293 tox	GPT2 inh
O=C(NCc1ccccc1Cl)c1ccc2c(O)c(S(=O)(=O)c3ccccc3)c(=O)[nH]c2c1	nt	?	2%	nt	4	nt	nt
COC(=O)c1ccc(NC(=O)CSc2cn(CC(=O)N3CCCCCC3)c3ccccc23)cc1	nt	-14%	?	nt	11	nt	nt
C=C1C(=O)OC[C@H]2C(C(=O)O)=CC3CC(C)(C)C[C@@]132 (stereo partly drawn)	nt	nt	-14%	nt	-2	nt	3%
Cc1nc(N2CCCC2)c2c(C(=O)N3CCN(c4cccc(C)c4C)CC3)c(C)oc2n1	nt	?	-2%	nt	-5	nt	nt
CCOCC1(C)COc2ccc(C(=O)Nc3ccc(Cl)cc3)cc2N1 (stereo not drawn)	45µM*	-9%[87.6 µM]	-15%[87.6 µM]	11µM*	-12	40µM*	-16%[88.5 µM]
Cc1ccc(CCN2CCCCC23Cc2ccccc2CN(C(=O)CCCC(=O)O)C3)cc1 (stereo not drawn)	1%	28%	2%	nt	-11	3%	4%
COc1ccc(-c2cc(-c3cccc(C(N)=O)c3)cn3cncc23)cc1	40µM*	12%[87.6 µM]	-8%[87.6 µM]	-15%[172 µM]	-7	?	-17%[88.5 µM]
COc1ccc2nc(NC(=O)c3nc(S(=O)(=O)Cc4ccccc4)ncc3Cl)sc2c1	nt	?	?	nt	-3	nt	nt
CC(C)c1nc(CCN(C)C(=O)c2cn(CCC3CCCCN3)nn2)no1 (stereo not drawn)	i	-9%	-4%	-3%	-1	-6%	i
Cc1noc(-c2cn(C3CCN(C(=O)c4ccc5[nH]ccc5c4)CC3)nn2)n1	-24%	18%	2%	0%	48	-2%	i
COc1ncccc1-c1ccc2onc(C)c2n1	-11%[174 µM]	-2%[87.6 µM]	4%[87.6 µM]	-10%[230 µM]	-20	?	-5%[88.5 µM]
CCC(C)C(=O)N1CCc2[nH]nc(C(=O)NCCCc3ccccc3)c2C1 (stereo not drawn)	?	-24%	-10%	-21%	-14	11µM*	i
CC(C)c1noc(-c2cccn3c(CNC(=O)Cc4c[nH]c5ccccc45)nnc23)n1	-3%	-5%	-8%	-3%	-1	1%	i
O=C1c2ccccc2-c2onc3c(NCCO)cc(NC4CCCCC4)c1c23	nt	?	?	nt	-15	nt	nt
C[C@@H]1O[C@@H](O[C@@H]2[C@@H](O)[C@H](O[C@H]3[C@H](O[C@H]4CC[C@@]5(C)C(CC[C@]6(C)C5CC=C5[C@@H]7CC(C)(C)CC[C@]7(C(=O)O[C@@H]7O[C@H](CO)[C@@H](O)[C@H](O)[C@H]7O[C@@H]7O[C@@H](C)[C@H](O[C@@H]8O[C@@H](C)[C@H](O)[C@@H](O)[C@H]8O)[C@@H](O)[C@H]7O)CC[C@]56C)[C@@]4(C)CO)O[C@H](C(=O)O)[C@@H](O)[C@@H]3O)O[C@H](CO)[C@H]2O)[C@H](O)[C@H](O)[C@H]1O (stereo partly drawn)	nt	nt	-6%[12.5 µM]	nt	8	nt	i[11.5 µM]
Cn1nccc1CN1CCC2(COc3ccccc3C(=O)N2)C1 (stereo not drawn)	?	-11%[87.6 µM]	2%[87.6 µM]	-1%[172 µM]	11	89µM*	i
O=C(Cn1ccn2nc(-c3ccccc3)c(CO)c2c1=O)Nc1cccc(F)c1	-16%	9%	4%	0%	9	?	i
COc1ccc(CC2(CO)CCNCC2)cc1	2%	15%	-5%	-1%	4	-7%	-3%
COCc1nc2nc(-c3ccccc3)c(-c3cccnc3)cc2n1C	?	-5%[87.6 µM]	4%[87.6 µM]	11%[172 µM]	-6	-4%[172 µM]	-5%[88.5 µM]
O=C(O)CCC(=O)N1CCCC2(Cc3ccccc3N(C(=O)c3ccc(Cl)cc3)C2)C1 (stereo not drawn)	?	6%	-5%	nt	4	i	5%
COc1cn(CC(=O)Nc2cc(C)cc(C)c2)c(CN2CCCCC2)cc1=O	nt	42%[activator]	-3%	nt	6	nt	nt
CCC1Oc2ccc(NC(=O)Cc3ccccc3)cc2CN(Cc2ccc(OC)cc2)C1=O (stereo not drawn)	?	-11%	-6%	1%	-17	?	-3%
O=C(CNC(=O)c1cnccn1)NC1CCCc2c1[nH]c1ccc(F)cc21 (stereo not drawn)	-1%	7%	6%	-4%	9	?	-15%
OC1CC(c2cc(N3CCC(c4nnc5ccccn45)CC3)ncn2)C1 (stereo not drawn)	-2%	3%	-19%	-6%	4	-1%	1%
O=C(Nc1cccc(F)c1)c1ccc2oc(=O)n(Cc3ccccc3)c2c1	nt	-27%	-5%	nt	-10	nt	nt

In another format: 2 of the compounds above.
Structure | 3T3 cytotox | SNCA expr inh | SNCA viab count | FLuc inh | IP6K1 inh | HEK293 tox | GPT2 inh
CCC(C)C(=O)N1CCc2[nH]nc(C(=O)NCCCc3ccccc3)c2C1 (stereo not drawn) | ? | -24% | -10% | -21% | -14 | 11µM* | i
COc1ccc2nc(NC(=O)c3nc(S(=O)(=O)Cc4ccccc4)ncc3Cl)sc2c1 | nt | ? | ? | nt | -3 | nt | nt

More records follow:
SMILES	3T3 cytotox	SNCA expr inh	SNCA viab count	FLuc inh	IP6K1 inh	HEK293 tox	GPT2 inh
O=C(NCC1CC1)c1ccc(N2CC3CC(C2)[C@H]2CCCC(=O)N2C3)nc1 (stereo partly drawn)	1%	3%	3%	5%	5	9%	i
O=C(NCc1cccs1)c1ccc2c(c1)sc1nc(-c3ccc(F)cc3)cn12	nt	111%[activator]	5%	nt	0	nt	nt
CCCSCCCNC(=O)CN1C(=O)COc2ccc(S(=O)(=O)N3CCC(C)CC3)cc21	nt	-14%	5%	nt	-8	nt	nt
O=C(Nc1cc(-c2ccccn2)nn1-c1ccccc1)c1ccccc1Cl	-20%	21%	-5%	nt	5	?	-4%
Cc1ccc(C2NC(=O)N(CC(=O)Nc3ccc(F)cc3)C3=C2C(=O)OC3)cc1 (stereo not drawn)	?	?	?	-12%	1	?	i
Cc1noc(C)c1-c1cc2cc(CN(C)C)oc2c(NCC(C)C)n1	50µM*	4%[87.6 µM]	-21%[87.6 µM]	-4%[172 µM]	-11	71µM*	-13%[88.5 µM]
COc1ccc(C(=O)NCCc2nc3ccccc3[nH]2)cc1	nt	-3%	-6%	nt	3	nt	nt
Cn1cccc1CN1CCC2(CN[S+](=O)([O-])c3ccccc3N2)C1 (stereo not drawn)	-21%[138 µM]	-18%[87.6 µM]	8%[87.6 µM]	5%[172 µM]	3	?	0%[88.5 µM]
Cc1cc(C(=O)N2c3ccccc3CC2c2nnc(C(C)C)o2)nn1C (stereo not drawn)	?	56%[activator]	-7%	?	-1	-25%	i
Cc1c(-c2cccc(NC(=O)C(C)(C)C)c2)nc2ncccn12	nt	2%	-2%	nt	6	nt	nt
COc1ccc(CNC(=O)CC[C@H]2CNC(=O)[C@H]3NCC[C@H]3N2C)cc1	i	-14%[87.6 µM]	-1%[87.6 µM]	1%[172 µM]	-3	3%[172 µM]	?
